# SDO1 yeast rescue: sdo1-depleted yeast growth rescue. S. cerevisiae sdo1-depleted JHY4D growth rescue, OD600 30 h; active compounds read high; pdr5 snq2 efflux-pump mutant strain. z-score at 10 µM. actives 0.21% (n = 140,000). AID 817;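 active means z-score above 3 at both the 24 hr and the 30 hr optical density reads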;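 further: z-score against mean and SD of all compound wells on the same plate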
# Insulin prom inh: TRM-6 insulin promoter activity inhibition; TRM-6 cells (human fetal islet line), insulin promoter-eGFP reporter, imaging; reporter expression induced with tamoxifen; actives 0.9% (n = 130,000); inhibition, % at 2 µM;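 active means inhibition above the mean plus 3 SD, with well images judged a real hit on visual review, cut at about 60% in these data, passing the limit was not always enough; inconclusive means inhibition over the cutoff but images rejected on review; inactive means inhibition not above the cutoff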
# SDO1 yeast rescue Rescue 24 h: further read-out of SDO1 yeast rescue, marked with its call; z-score; S. cerevisiae sdo1-depleted JHY4D growth rescue, OD600; measured here: growth rescue at 24 h;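 0 is the plate mean of compound wells and units are plate SD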
# Starred values were filed as active, the others as inactive; i = inactive; ? = inconclusive; nt = no result given. Not all compounds are listed; the hit share may differ from the screen's.
no.	SDO1 yeast rescue	SDO1 yeast rescue Rescue 24 h	Insulin prom inh	smiles
1	-1.2	-1.1	52	CCC1(c2ccc(Cl)cc2)NC(=S)N(c2ccc(C)cc2)N1 (stereo not given)
2	1.4	1.6	nt	c1cncc(-c2nn3c(Cn4nnc5ccccc54)nnc3s2)c1
3	0.27	0.06	nt	COc1cccc(/C=N\n2c(C)nnc2C)c1OC
4	1.2	0.41	9	C/C(=N\O)C1/C(=N/O)CC2C1C2(C)C (stereo not given)
5	-0.04	-1.2	-22	CCOC(=O)CCC(NC(=O)CCCCCCCCC(=O)NC(CCC(=O)OCC)C(=O)OCC)C(=O)OCC (stereo not given)
6	0.79	0.73	-39	CC(C)c1nccn1S(=O)(=O)c1cc(Cl)ccc1Cl
7	0.89	0.7	-59	CCN1CCc2c(C#N)c(N3CCOCC3)nc(N3CCOCC3)c2C1
8	-0.06	-0.7	15	Cc1cccc(NCc2ccccc2OCc2ccccc2F)c1
9	-0.52	-0.44	?	COCCNC(=O)c1cc(-c2ccc(Cl)c(Cl)c2)on1
10	0.42	0.26	nt	C=CCNc1nc(C)c(C(C)=O)cc1C#N
11	0.22	0.05	10	Cc1ccc(OCC(=O)Nc2cc(S(=O)(=O)N3CCCCC3)ccc2C)c([N+](=O)[O-])n1
12	-0.01	-0.16	-8	CCSCCNC(=O)c1cncc(Br)c1
13	-0.51	-1.1	nt	CCOC(=O)C1=C(C)N(c2ccccc2)C(=O)C1CC(=O)O (stereo not given)
14	-1.3	-1.2	24	Cc1ccc(NC(=S)N(C)Cc2cn(C)c3ccccc23)cc1
15	-0.78	-1.1	27	CCOc1ccc(NC(=O)C2CCCN(S(=O)(=O)c3cccc4nsnc34)C2)cc1 (stereo not given)
16	0.56	0.57	-17	COc1ccc(/C=N/NC(=O)c2nc(-c3ccccc3)n(-c3ccccc3)n2)cc1
17	-1.5	-2	-22	COc1ccc(CNC(=O)COC(=O)CC2CC3CCC2C3)cc1OC (stereo not given)
18	0.18	-0.78	-64	O=S(=O)(NCCCO)c1ccc2c(c1)Cc1cc(S(=O)(=O)NCCCO)ccc1-2
19	-0.53	-0.97	nt	O=C(O)CCC(NS(=O)(=O)c1ccc(N2CCCC2=O)cc1)C(=O)O (stereo not given)
20	nt	nt	0	CN(C)C(=O)CSc1ncnc2scc(-c3ccccc3)c12

# Among those listed so far, 3 have two or more sulfur atoms.
no.	SDO1 yeast rescue	SDO1 yeast rescue Rescue 24 h	Insulin prom inh	smiles
15	-0.78	-1.1	27	CCOc1ccc(NC(=O)C2CCCN(S(=O)(=O)c3cccc4nsnc34)C2)cc1 (stereo not given)
18	0.18	-0.78	-64	O=S(=O)(NCCCO)c1ccc2c(c1)Cc1cc(S(=O)(=O)NCCCO)ccc1-2
20	nt	nt	0	CN(C)C(=O)CSc1ncnc2scc(-c3ccccc3)c12

# Back to the main list with the 7 entries that preceded the break.
no.	SDO1 yeast rescue	SDO1 yeast rescue Rescue 24 h	Insulin prom inh	smiles
14	-1.3	-1.2	24	Cc1ccc(NC(=S)N(C)Cc2cn(C)c3ccccc23)cc1
15	-0.78	-1.1	27	CCOc1ccc(NC(=O)C2CCCN(S(=O)(=O)c3cccc4nsnc34)C2)cc1 (stereo not given)
16	0.56	0.57	-17	COc1ccc(/C=N/NC(=O)c2nc(-c3ccccc3)n(-c3ccccc3)n2)cc1
17	-1.5	-2	-22	COc1ccc(CNC(=O)COC(=O)CC2CC3CCC2C3)cc1OC (stereo not given)
18	0.18	-0.78	-64	O=S(=O)(NCCCO)c1ccc2c(c1)Cc1cc(S(=O)(=O)NCCCO)ccc1-2
19	-0.53	-0.97	nt	O=C(O)CCC(NS(=O)(=O)c1ccc(N2CCCC2=O)cc1)C(=O)O (stereo not given)
20	nt	nt	0	CN(C)C(=O)CSc1ncnc2scc(-c3ccccc3)c12
21	-0.73	-0.28	4	CCN(C(=O)COC(=O)c1ccccc1Nc1cccc(C)c1C)C1CCS(=O)(=O)C1 (stereo not given)
22	0.17	0.07	-46	C/C(=N\NC(=O)c1c(Cl)cnn1C)c1cccc(NC(=O)C(C)C)c1
23	1.1	0.78	31	CCc1cc2ccccc2nc1SCC(=O)Nc1cc(OC)c(OC)cc1C(=O)O
24	0.36	-0.22	-30	COc1cc(C2NC(=S)NC(c3ccccc3)=C2C(C)=O)cc(Cl)c1OCC(=O)O (stereo not given)
25	1.1	1.2	nt	N#Cc1cnn(-c2ncnc3sc4c(c23)CCCC4)c1N
26	-0.38	-1.2	-21	CC(Oc1ccccc1Cl)c1nnc(N)s1 (stereo not given)
27	-0.11	-0.03	i	CCCCCCOc1ccc(N2C(=O)CC(N3CCN(C(=O)c4ccco4)CC3)C2=O)cc1 (stereo not given)
28	1	0.71	10	COC(=O)N/N=C(\C)c1ccc(C)c([N+](=O)[O-])c1
29	0.88	0.69	-43	Cc1ccc(S(=O)(=O)NCCN(CCNS(=O)(=O)c2ccc(C)cc2)S(C)(=O)=O)cc1
30	-0.36	0.04	35	COc1cc(/C=N\n2cnnc2)ccc1OCC(=O)Nc1ccc(C)cc1
31	-0.57	0.16	-16	COC1=C(Nc2ccc(C)cc2)C(=O)c2ccccc2C1=O
32	-0.96	-0.43	-13	COc1ccccc1NC(=O)C1=C(C)NC(SCC(=O)c2ccccc2)=C(C#N)C1c1ccco1 (stereo not given)
33	-0.19	-0.39	-38	Cc1cc(=O)n(C)c(=O)n1CCCNc1ccccc1
34	-0.35	-0.51	31	CCN(CC)S(=O)(=O)c1ccc(N2C(=O)Nc3ccccc3N2O)cc1
35	nt	nt	29	O=C(OCc1cccc([N+](=O)[O-])c1)c1cccnc1
36	-0.71	-0.95	-64	CCN(CC)S(=O)(=O)c1ccc(C(=O)NCCc2cc3c(OC)ccc(OC)c3[nH]c2=O)cc1
37	1.1	0.13	-36	O=C(C[n+]1cccc(CNC(=O)c2ccc(OC(F)F)cc2)c1)Nc1cccc(C(F)(F)F)c1
38	0.2	-0.6	-7	COC(=O)[C@H](CC(C)C)NC(=O)Nc1cccc(Br)c1
39	-0.29	0.45	4	CC1CCN(S(=O)(=O)c2ccc(NC(=O)c3cccs3)cc2)CC1
40	nt	nt	-486	Nn1c(Cc2ccccc2)n[nH]c1=S
41	-0.65	0.03	-193	COc1ccc2c(c1)N(C(=O)CN1C(=O)C3CCCCC3C1=O)C(C)(C)C=C2C (stereo not given)
42	-0.86	-0.88	-47	O=C(NCCC1=CCCCC1)C1CCCN(S(=O)(=O)c2ccccc2)C1 (stereo not given)
43	-1.7	-1.6	19	Cc1ccc(Cn2nnc(C(=O)Nc3cccc(C)c3C)c2N)cc1
44	-0.02	-0.03	11	Nc1nnc(CC(c2ccccc2)c2ccccc2)s1
45	0.41	-0.45	12	O=C(CSc1nnc2scc(-c3ccccc3)n12)NCc1ccco1
46	0.23	0.41	65	Nn1c(SCC(=O)NC2CCCC2)nnc1-c1ccccc1F
47	-0.7	-0.32	nt	O=C(Nc1ccc(Cn2cccn2)cc1)c1ccc(COc2ccccc2Br)cc1
48	1	0.32	34	C(=N\Nc1nc2ccccc2[nH]1)/c1c[nH]c2ccccc12
49	-0.71	-0.15	-46	COc1ccc(-c2nnc(SC(C)C(=O)NCc3ccc4c(c3)OCO4)n2Cc2ccco2)cc1 (stereo not given)
50	0.17	0.11	-25	CCCCOC(=O)C1=C(C)Nc2nnnn2C1c1ccc(OC)c(OC)c1OC (stereo not given)
51	nt	nt	-55	Cc1ccc(NC(=O)CN(C)Cc2nc3c(Br)cc(Br)cc3c(=O)[nH]2)cc1
52	-0.17	0.04	-37	O=C(CCc1ccc(S(=O)(=O)NCc2ccccc2)cc1)NCc1ccc2c(c1)OCO2
53	-0.78	-1.1	nt	CCC1S/C(=C(\C#N)C(=O)NCc2ccco2)N(c2ccc(Br)cc2)C1=O (stereo not given)
54	nt	nt	33	Oc1ccc2ccccc2c1Br
55	-0.56	-0.73	30	CCOC(=O)c1[nH]c2ccc(F)cc2c1NC(=O)C(C)N1CCc2cc(OC)c(OC)cc2C1 (stereo not given)
56	0.09	-0.15	-11	N#Cc1c(-c2ccccc2)nc2n(c1=O)CCS2
57	-0.56	-1.1	nt	CC(C)C1=C2OC(N)=C(C#N)C(C#N)=C2C(C)CC1 (stereo not given)
58	-0.27	-0.01	nt	Cc1ccc(S(=O)(=O)Cc2ccc(C(=O)N3CCCCCC3)o2)cc1
59	0.95	0.57	8	CC1=C(C(=O)NCCN2CCN(C)CC2)C2(CCC(C)CC2)OC1=O (stereo not given)
60	1.5	2.5	5	Cc1ccc(C(=O)CSc2nc3ccccc3c(=O)n2N)o1

# Overlap with the part before: 2 compounds, then new ones.
no.	SDO1 yeast rescue	SDO1 yeast rescue Rescue 24 h	Insulin prom inh	smiles
59	0.95	0.57	8	CC1=C(C(=O)NCCN2CCN(C)CC2)C2(CCC(C)CC2)OC1=O (stereo not given)
60	1.5	2.5	5	Cc1ccc(C(=O)CSc2nc3ccccc3c(=O)n2N)o1
61	-0.49	-0.77	-28	COc1ccc(C)cc1S(=O)(=O)N(C)CC(=O)Nc1ccc2c(c1)OCO2
62	0.93	-0.1	12	Cc1ccc(O)c(CNc2nc3ccccc3n2C)c1
63	nt	nt	37	O=C(NC(=S)Nc1c(F)cc(F)cc1Br)c1ccc2c(c1)OCCO2
64	-0.39	-0.4	-19	CCn1c2ccccc2c2cc(NC(C)=O)ccc21
65	0.75	0.97	nt	CCCCN(CC)CCNc1c(N2CCN(C(=O)OCC)CC2)c(=O)c1=O
66	-1.1	-1	nt	c1ccc(Nc2n[nH]nc2-c2ccccc2)cc1
67	nt	nt	100*	COc1ccc(C(=O)NCc2cc(C)nc3ccccc23)cc1OC
68	-0.98	-0.74	-58	CC1(C)CC(=O)C2=C(C1)N(c1ccc(F)cc1)C(=O)CC2c1ccccc1 (stereo not given)
69	-1.2	-1.3	-61	COc1ccccc1Nc1nc(N)nc(CN2CCN(c3ccccc3F)CC2)n1
70	0.04	-0.6	14	O=S(=O)(c1cccc(NC(=S)NCc2ccco2)c1)N1CCOCC1
71	nt	nt	-67	C(=N\Nc1nc2ccccc2[nH]1)/c1ccncc1
72	0.46	-0.26	77*	O=C(Nc1ccccc1)c1ccc(S(=O)(=O)N(CCO)CCO)cc1
73	0.84	0.82	nt	CCOC(=O)C1=C(C)C(c2ccccc2OC)NC(=S)N1 (stereo not given)
74	-1.5	-0.94	-14	CCOc1cc(/C=C(/C#N)C(=O)Nc2ccc(O)cc2)cc(Br)c1O
75	2.3	2.2	12	Cc1nn(CC(=O)N2N=C(C(F)F)CC2(O)C(F)F)c(C)c1[N+](=O)[O-] (stereo not given)
76	1.2	1.3	nt	CCCCNc1c(N2CCN(C(=O)OCC)CC2)c(=O)c1=O
77	1	0.19	42	Nc1nnc(Cc2ccccc2)s1
78	-1.3	-0.21	0	CCOc1ccc(N(CC(=O)Nc2ccc(C)c(C)c2)S(=O)(=O)c2c(C)noc2C)cc1
79	-1.4	-0.99	nt	Cc1occc1C(=O)N=Nc1c(O)[nH]c2ccc(Br)cc12
80	1.2	1.2	nt	CCCCCc1nnc(NC(=O)OCCC)s1
81	-0.99	-0.91	20	O=C(NCc1ccccc1Cl)c1ccc(-c2ccccc2)cc1
82	1.2	1.4	nt	COc1cc(OC)cc(C(=O)N2CCC(n3c(C)nc4cc(F)ccc43)CC2)c1
83	0.36	0	i	O=C(CSc1nnnn1C1CCCC1)Nc1cccc(NC(=O)c2ccco2)c1
84	-0.46	-0.68	17	CCC(=NCc1ccco1)c1c(C(F)(F)F)[nH]n(-c2nc3ccccc3s2)c1=O
85	-1.2	-0.52	-33	CCOC(=O)CSc1nc(C(C)C)nc2ccccc12
86	0.45	0.57	31	CC(C)CCNC(=O)C1CCC(=O)N1C(C)C (stereo not given)
87	0.21	-0.56	nt	Cc1cccc(C)c1NC(=O)CCCSc1nnnn1C
88	0.32	0.12	nt	Cc1nnc(SCC(=O)Nc2sccc2C(N)=O)n1Cc1ccccc1
89	-1.1	-0.38	44	CC(=O)Nc1ccc(S(=O)(=O)Nc2cc(C)c(-n3nc4ccccc4n3)cc2O)cc1
90	-0.56	0.09	-46	COc1ccccc1NC(=O)C(CC(C)C)NC(=O)C1CCCCC1 (stereo not given)
91	-2.3	-2	-18	CCNC(=S)Nc1scc(-c2ccccc2)c1C(=O)OCC
92	0.44	0.14	-7	O=S(=O)(Nc1nccs1)c1ccc2c(c1)OCCO2
93	-0.65	-1.2	-10	CN(CC(=O)Nc1ccc(F)c(Cl)c1)S(=O)(=O)c1cccc2nsnc12
94	0.39	0.06	-57	CC1CCC(N2CCN(S(C)(=O)=O)CC2)CC1 (stereo not given)
95	nt	nt	18	O=C(CN1CCCC1)NCC(=O)Nc1ccc(F)cc1
96	0.44	0.67	nt	CCCOc1ccc(C2C(C(=O)OC)=C(C)N=C3SCCC(=O)N32)cc1OCC (stereo not given)
97	-0.58	-0.38	5	CN(C)c1ccc(/C=N\NC(=S)SCN2C(=O)C3CCC(C)(C2=O)C3(C)C)cc1 (stereo not given)
98	nt	nt	16	CC(=O)OC1C2CCC1C([N+]1(C)CCCCC1)CC2 (stereo not given)
99	-0.86	-0.62	2	CC1CN(c2nc(-c3ccc(Br)cc3)nnc2-c2ccccc2)CC(C)N1 (stereo not given)
100	-0.76	-0.01	29	COc1ccc(C2C=C(c3ccc(Cl)cc3)Nc3nc(NC(C)=O)nn32)cc1 (stereo not given)
101	0.2	-0.13	0	CCCn1cnc2c(cnn2-c2ccc(F)cc2)c1=O
102	-0.9	0.12	nt	O=S(=O)(c1ccc(Cl)c(NC(=S)N/N=C/c2c(F)cccc2F)c1)N1CCOCC1
103	1.1	1.4	-30	Cc1ccc(NC(=O)CS(=O)CC(=O)N(c2ccccc2)C(C)C(=O)NC2CCCC2)cc1 (stereo not given)
104	nt	nt	21	Cc1noc(NS(=O)(=O)c2ccc(N/C=C/C(=O)c3ccc(F)cc3)cc2)c1C
105	2.7	3.5	nt	COc1ccc(C2N3CC4(C)CN2CC(C)(C3)C4O)cc1 (stereo not given)
